NOD1 inhibition: NOD1 signaling inhibitors, primary screen, cell-based, luminescence, uHTS (AID 1578). NOD1-driven NF-kB luciferase reporter cells, luminescence; higher % means a stronger effect. one-dose inhibition, % at 4 µM; EC50 in µM for titrated hits. 1% of 290,000 active; in the data active means inhibition mostly above about 36%, no sharp cut-off; inactive means mostly below about 34%;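 further: HEK-293T reporter cells stimulated with the NOD1 agonist gamma-tri-DAP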
Large T inhibition: SV40 large T antigen inhibitors, biochemical (AID 1903); SV40 large T antigen ATPase/helicase inhibition assay; higher % means a stronger effect; one-dose inhibition, % at 20 µM; IC50 in µM for titrated hits; 0.39% of 310,000 active; in the data active means a potency from the dose series; further: strong numbers were not always called active
NOD2 inhibition: NOD2 signaling inhibitors, cell-based, luminescence, uHTS, HEK293 (AID 1566); HEK293 NOD2/NF-kB luciferase reporter, luminescence; higher % means a stronger effect; inhibition, % at 4 µM; hits with a dose series show EC50 in µM; 0.63% of 290,000 active; further: many of its hits are not listed in these tables
HIV fusion peptide: inhibitors of HIV fusion peptide binding, primary screen, biochemical, uHTS, fluorescence dequenching (AID 1986); inhibition, % at 20 µM; hits with a dose series show IC50 in µM; cell-free peptide binding, fluorescence dequenching, 30 min; higher % means a stronger effect; 0.3% of 290,000 active; in the data active means inhibition mostly above about 52%, no sharp cut-off; inactive means mostly below about 76%; further: some results filed as inactive read as strong as hits
MgcRacGAP inhibition: MgcRacGAP GTPase-activating activity inhibitors, confirmation, biochemical, ADP Hunter fluorescence; AID 624330, 2012; Rac GTPase-activating protein 1 (Homo sapiens); 0.6% of 340,000 active; one-dose inhibition, % at 30 µM; IC50 in µM for titrated hits; MgcRacGAP-stimulated Rac1 GTP hydrolysis, ADP Hunter fluorescence; higher % means a stronger effect; GST-tagged Rac1 F28L mutant substrate;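 active means first-screen hits whose inhibition reached a set limit at any dose in the follow-up dose series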;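 further: fluorescence reports GDP produced by GAP-driven GTP hydrolysis; strong numbers were not always called active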
KOR beta-arrestin-1: KOR antagonists, beta-arrestin recruitment, cell-based, luminescence, uHTS (AID 1778); Kappa-type opioid receptor (Homo sapiens); KOR beta-arrestin recruitment, luminescence, antagonist mode; higher % means a stronger effect; inhibition, % at 10 µM, or IC50 in µM where a hit was titrated; 0.091% of 290,000 active; further: strong numbers were not always called active
KOR beta-arrestin-2: KOR agonists, beta-arrestin recruitment, primary screen, cell-based, luminescence, uHTS (AID 1777) | Kappa-type opioid receptor (Homo sapiens) | KOR beta-arrestin recruitment, luminescence; higher % means a stronger effect | one-dose activation, % at 10 µM; EC50 in µM for titrated hits | 0.02% of 280,000 active; in the data active means activation above about 50%, passing the limit was not always enough; further: a part of the inactive calls stands beside numbers as strong as those of hits
GPR55 beta-arrestin: GPR55 agonists via beta-arrestin recruitment, primary screen, imaging, U2OS cells, beta-arrestin-GFP redistribution (AID 1961) | G-protein coupled receptor 55 (Homo sapiens) | U2OS GPR55 beta-arrestin-GFP redistribution imaging; higher % means a stronger effect | activation, % at 10 µM, or EC50 in µM where a hit was titrated | 0.048% of 290,000 active;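 active means activation above 40% with more than 50 cells counted in the well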;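 further: U2OS osteosarcoma cells stably expressing GPR55 and beta-arrestin-GFP; plate controls were DMSO negative control for no effect and LPI positive control for full effect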
GPR55 LPI antagonism: GPR55 antagonists blocking LPI-driven arrestin recruitment, primary screen, imaging, U2OS, beta-arrestin-GFP, LPI agonist (AID 2013). G-protein coupled receptor 55 (Homo sapiens). U2OS GPR55 beta-arrestin-GFP translocation imaging, LPI antagonism; higher % means a stronger effect. one-dose inhibition, % at 10 µM; IC50 in µM for titrated hits. 0.13% of 290,000 active;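 active means spots per cell inhibited over 60%, with over 100 cells counted and total cytoplasm intensity under 500,000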;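 further: U2OS cells stably carrying GPR55 and arrestin-GFP stimulated by 5 µM LPI near EC80; imaged beta-arrestin-GFP aggregate spots per cell after agonist stimulation; plate controls were LPI-stimulated DMSO wells for no effect and DMSO wells without LPI for full effect; some results filed as inactive read as strong as hits; confirmed hits need IC50 under 10 µM and bright autofluorescent wells are also inconclusive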
* = called active by the depositor; nt = no result given; [ ] = dose if it differs, or a comment. Unless noted, no stated cut-off is given here; in the data, active means inhibition above about 50%; inactive means the rest. Some of the compounds tested; the hit share may differ from the screen's.

structure	NOD1 inhibition	Large T inhibition	NOD2 inhibition	HIV fusion peptide	MgcRacGAP inhibition	KOR beta-arrestin-1	KOR beta-arrestin-2	GPR55 beta-arrestin	GPR55 LPI antagonism
O=C(CN1C(=O)CCS(=O)(=O)c2ccccc21)Nc1ccc(F)cc1	-14.4%	-6.4%	14.8%	-1.2%	11.8%	-23.5%	3.0%	-0.1%	-4.1%
CCCNS(=O)(=O)c1ccc(OCC(=O)Nc2ccccc2F)cc1	-39.7%	1.9%	-7.9%	3.0%	3.8%	11.6%	-5.4%	0.0%	-2.2%
O=C(O)c1oc2ccccc2c1CSc1ccc(Cl)cc1	-24.7%	7.2%	5.1%	24.3%	7.3%	-7.1%	-2.0%	-0.3%	-2.7%
O=C(NC1CC1)c1cc(=O)c2ccccc2o1	4.1%	-2.0%	2.6%	1.1%	7.7%	-16.7%	-0.2%	-0.1%	-7.8%
CCN(CC)c1ccc2cc(-c3nc4ccccc4n3C)c(=O)oc2c1	-100.7%	15.1%	-111.1%	-0.4%	5.7%	-51.5%	-9.7%	-0.2%	-11.6%
O=C(CSc1nc2ccccc2c(=O)n1-c1ccc(Cl)cc1)N/N=C/C=C/c1ccccc1[N+](=O)[O-]	10.5%	13.6%	15.3%	1.7%	6.5%	22.6%	-6.2%	-0.3%	9.5%
Oc1c(C(Nc2cccc(C(F)(F)F)c2)c2ccncc2)ccc2cccnc12 (configuration not stated)	-23.8%	16.5%	-18.6%	-1.4%	-1.3%	2.7%	-0.8%	-0.3%	8.2%
COC(=O)CCN(C(C)=O)c1ccc(N)cc1	-2.7%	4.9%	22.1%	1.3%	4.9%	0.4%	-4.5%	-0.1%	5.6%
O=C1C2CC=CCC2C(=O)N1c1ncn[nH]1 (configuration not stated)	22.0%	13.3%	5.2%	0.2%	-4.6%	-27.4%	2.5%	0.0%	-11.9%
COc1ccc(-n2cnc3ccccc3c2=O)c([N+](=O)[O-])c1	-31.3%	8.3%	16.5%	0.3%	12.2%	2.6%[20 µM]	-7.2%	0.7%	3.1%
N#C/C(=N\Nc1ccc(F)cc1)C(=N)N1CCCCC1	-27.4%	22.9%	-122.2%	-3.0%	4.8%	-8.3%	-5.5%	0.1%	-5.7%
CN1C(=O)CSC1=S	6.5%	20.2%	7.2%	0.4%	6.8%	21.2%[20 µM]	-4.8%	-0.1%	-11.4%

Pulled by compound from above, two records:
structure	NOD1 inhibition	Large T inhibition	NOD2 inhibition	HIV fusion peptide	MgcRacGAP inhibition	KOR beta-arrestin-1	KOR beta-arrestin-2	GPR55 beta-arrestin	GPR55 LPI antagonism
N#C/C(=N\Nc1ccc(F)cc1)C(=N)N1CCCCC1	-27.4%	22.9%	-122.2%	-3.0%	4.8%	-8.3%	-5.5%	0.1%	-5.7%
CN1C(=O)CSC1=S	6.5%	20.2%	7.2%	0.4%	6.8%	21.2%[20 µM]	-4.8%	-0.1%	-11.4%

(cont.)
structure	NOD1 inhibition	Large T inhibition	NOD2 inhibition	HIV fusion peptide	MgcRacGAP inhibition	KOR beta-arrestin-1	KOR beta-arrestin-2	GPR55 beta-arrestin	GPR55 LPI antagonism
COCCOC(=O)C1=C(N)OC2=C(C(=O)CC(C)(C)C2)C1c1cccnc1 (configuration not stated)	-6.3%	5.8%	20.2%	0.5%	3.4%	-30.1%	-1.6%	-0.1%	3.5%
Cc1cc(C)c2c(n1)sc1c(-c3ccccc3)c(C#N)c(N)nc12	42.0%	7.4%	6.5%	0.8%	4.0%	-2.9%	14.4%	-0.2%	0.4%
COC(=O)C1C(=O)c2c([nH]c(C(=O)OC3CCCC3C)c2C)CC1C (configuration not stated)	-31.0%	4.6%	-66.5%	-1.8%	1.6%	20.0%	-2.8%	0.7%	2.5%
N/C(=N\O)c1cccc(CS(=O)(=O)c2ccccn2)c1	-7.5%	-0.8%	-20.7%	-1.5%	14.8%	nt	-0.3%	-0.3%	0.9%
COc1ccc(NC(=O)c2cc(NC(=O)C3CCCCC3C(=O)O)ccc2N2CCOCC2)cc1 (configuration not stated)	-32.3%	9.0%	5.0%	0.8%	8.2%	-15.0%	3.8%	0.6%	8.8%
COC(=O)Cn1ncc2c3ccccc3n(Cc3ccccc3)c2c1=O	-7.9%	5.2%	8.5%	-3.4%	8.6%	14.2%	-1.0%	0.2%	0.8%
CCOC(=S)NC(=O)c1sc2ccccc2c1Cl	8.0%	15.7%	-0.5%	5.5%	4.2%	2.5%	-7.4%	0.0%	-1.4%
CNc1c([N+](=O)[O-])cnn1-c1ccc(Cl)cc1	1.6%	3.5%	-13.6%	-1.3%	3.7%	-8.5%	3.3%	-0.3%	8.9%
CCN=C1S/C(=C\c2cc(Br)ccc2OCC(=O)OCC)C(=O)N1CC	51.4%	-1.5%	6.4%	-0.7%	3.1%	-44.4%	10.9%	0.1%	15.0%
O=[N+]([O-])c1ccc2nc(SCc3ccccc3Cl)sc2c1	12.1%	4.9%	4.2%	0.1%	9.0%	3.6%	-1.8%	1.0%	-18.0%
Cc1cc(C)nc(SCC(=O)c2c(N)n(C)c(=O)n(C)c2=O)n1	-0.7%	8.3%	-11.5%	-1.6%	-0.2%	-14.6%	-2.2%	-0.1%	0.4%
CC(=O)c1cccc(Nc2nc(N3CCOCC3)nc(N3CCOCC3)n2)c1	-13.5%	10.9%	11.8%	-0.1%	15.0%	-4.2%	2.7%	-0.2%	4.3%
CNS(=O)(=O)c1cccc(C(=O)OCC(=O)Nc2ccccc2OC(F)F)c1	10.1%	9.0%	3.9%	9.6%	0.2%	-21.6%	-5.9%	-0.3%	-7.0%
CCN(CC(=O)N1CCOCC1)S(=O)(=O)c1cc(Cl)ccc1Cl	-29.2%	1.1%	-8.6%	-0.8%	10.9%	7.2%	3.1%	-0.1%	4.4%
Cc1ccc(SCC(=O)NCCSCc2ccccc2)cc1	-22.4%	25.7%	-17.6%	-1.5%	-0.7%	6.6%	5.9%	-0.1%	7.7%
c1ccn2c(SCc3ccc4c(c3)OCCO4)nnc2c1	-3.7%	nt	-45.9%	0.1%	7.2%	-29.7%	-1.6%	-0.1%	0.5%
CCn1c(SCC(=O)N2CCOCC2)nc(O)cc1=O	9.9%	2.3%	21.0%	0.8%	8.7%	6.0%	-0.3%	10.5%	10.6%
Cc1ccc(NC(=O)CCC(=O)OCC(F)(F)C(F)F)cc1	nt	2.3%	3.9%	0.3%	-7.6%	-2.1%	3.1%	0.6%	4.1%
COCCNC(=O)C(OC(=O)c1ccco1)c1ccccc1OC (configuration not stated)	-26.3%	-0.8%	-0.4%	2.9%	11.8%	6.4%	1.1%	-0.1%	11.3%
CCCC(c1nnnn1C(C)(C)C)N1CCN(c2ccccc2)CC1 (configuration not stated)	-12.7%	nt	3.9%	-0.7%	4.9%	5.8%[20 µM]	nt	-0.1%	13.6%
COc1ccc(/C=C(\NC(=O)c2ccccc2)C(=O)NCc2cccnc2)cc1	-29.4%	-4.8%	3.3%	-0.4%	2.2%	-6.2%	1.7%	0.2%	11.4%
O=S(=O)(c1ccccc1)N(CC1CO1)c1cc(Cl)ccc1Cl (configuration not stated)	-2.3%	-10.4%	11.0%	0.8%	-17.6%	-4.4%	-1.3%	0.6%	-4.4%
COc1ccc(S(=O)(=O)n2cccc2)cc1OC	-14.8%	6.9%	4.1%	0.2%	7.0%	-27.3%	1.5%	-0.1%	-0.9%
Cc1ccc2c(Cl)cc(Cl)c(OCC(=O)NC(C)(C)C)c2n1	-11.5%	11.5%	15.3%	-1.3%	-1.0%	5.2%	-6.2%	-0.4%	12.9%
COc1ccc2c(c1)C=C(CN1CCN(Cc3ccccc3C)C(CCO)C1)CO2 (configuration not stated)	-13.3%	8.7%	-7.7%	-0.6%	7.7%	-32.7%[20 µM]	-1.8%	0.5%	-5.5%
Cc1ccc(C(=O)CC2(O)C(=O)N(Cc3ccc4c(c3)OCO4)c3ccccc32)cc1 (configuration not stated)	5.3%	0.7%	-44.0%	-0.9%	8.2%	-14.0%	2.2%	-0.2%	6.2%
COc1ccccc1C(=O)Nc1ccccc1SC	-20.8%	9.3%	0.9%	-2.7%	-1.2%	18.3%	-0.5%	0.9%	3.9%
CC(=O)N1CCc2cc(Br)cc(S(=O)(=O)NCCCN(C)Cc3ccccc3)c21	-4.2%	2.9%	-28.5%	0.0%	9.5%	-53.9%	10.5%	-0.2%	1.2%
O=C(NNc1ccccc1[N+](=O)[O-])NC1CCCCC1	-20.2%	6.1%	16.1%	-0.7%	2.6%	12.5%	-3.0%	-0.3%	18.7%
COc1cccc(CN(C)S(=O)(=O)c2cccs2)c1	-38.7%	12.3%	-8.7%	0.7%	10.1%	20.7%	0.9%	-0.3%	11.8%
CCOC(=O)c1c(C)[nH]c(C(=O)N(C)Cc2cccc(OC)c2OC)c1C	18.8%	10.6%	24.1%	-1.4%	5.6%	-46.3%	2.4%	-0.2%	-0.2%
O=C(NCc1ccccn1)c1ccc(Cn2c(=S)[nH]c3ccc(Br)cc3c2=O)cc1	-17.9%	5.6%	19.7%	1.2%	-1.7%	1.0%	-9.3%	0.2%	0.3%
COc1ccccc1OCc1ccc(C(=O)N(C)C)o1	-3.0%	2.7%	2.3%	-2.5%	10.8%	17.6%	0.1%	0.3%	11.5%
Cc1c(C(=O)N(C)C2CC(C)(C)NC(C)(C)C2)oc2c(F)cccc12	-25.4%	6.6%	-6.1%	0.3%	8.7%	0.3%	-2.2%	-0.1%	2.8%
N#Cc1c(-c2ccc(F)cc2)cc(-c2cccs2)nc1SCC(=O)O	-4.4%	19.6%	18.5%	20.3%	-9.4%	-10.9%	5.1%	-0.1%	3.5%
O=[N+]([O-])c1cccc(CNC2CCCCCC2)c1	-15.0%	21.7%	-12.1%	0.7%	-0.7%	2.6%[20 µM]	-7.7%	-0.1%	1.6%
Cc1cccc(NS(=O)(=O)c2nnc(NC(=O)c3ccc(C)c(C)c3)s2)c1	-12.0%	nt	-4.7%	6.3%	-2.5%	-28.3%[20 µM]	-4.1%	-0.1%	-5.5%
CCOc1cc(/C=N/NC(=O)COc2ccc(C)cc2)ccc1OC(=O)c1cccs1	1.7%	7.6%	18.7%	-0.4%	6.8%	-8.5%	0.3%	0.5%	16.8%
CC(C)CNC(=O)CSc1nc2scc(-c3ccccc3)c2c(=O)[nH]1	36.9%	10.3%	37.7%	3.5%	12.3%	4.6%	7.0%	1.1%	-7.7%

As entered above:
Entry of c1ccn2c(SCc3ccc4c(c3)OCCO4)nnc2c1 under KOR beta-arrestin-2: -1.6%
Entry of COc1ccc(/C=C(\NC(=O)c2ccccc2)C(=O)NCc2cccnc2)cc1 under GPR55 LPI antagonism: 11.4%
Entry of O=C(CN1C(=O)CCS(=O)(=O)c2ccccc21)Nc1ccc(F)cc1 under KOR beta-arrestin-1: -23.5%

From PubChem
